Assay outcomes: PubChem, several laboratories
PMK inhibit = S. pneumoniae PMK inhibition | purified PMK, PK/LDH-coupled NADH absorbance 340 nm | inhibition, % at 10 µM | 65,000 compounds, 0.49% hits;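 active = top-ranked compounds by inhibition in the single 10 µM screen, taking a fixed number of the strongest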;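 also: 0% = full reaction with DMSO carrier and 100% = background rate without enzyme reaction; no value below 0 was filed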
LYP inhibition = LYP phosphatase inhibitors, primary screen, biochemical, DiFMUP fluorescence, recombinant catalytic domain, 10 µM (AID 606). recombinant LYP catalytic domain, DiFMUP fluorescence; higher % means a stronger effect. one-dose inhibition, % at 10 µM; IC50 in µM for titrated hits. 52,000 tested, under 10 active;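 active = IC50 under 40 µM in the dose-response test; inactive = IC50 of 40 µM or more, or never dose-tested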
HT1080 viability = HT1080 cell viability loss – fluorescence readout (AID 620); 87,000 compounds, 0.42% hits; cytotoxicity, % at 10 µM, or EC50 in µM where a hit was titrated; HT1080 viability, fluorescence; higher % means a stronger effect;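 also: cells exposed to compound overnight then 4 h with Alamar Blue; 0% = vehicle DMSO and 100% = killing control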
HPDE-C7 cytotoxicity = HPDE-C7 pancreatic duct cell viability loss – fluorescence, HTS (AID 430). one-dose cytotoxicity, % at 10 µM; EC50 in µM for titrated hits. 63,000 compounds, 1.8% hits. HPDE-C7 pancreatic duct cells viability, fluorescence; higher % means a stronger effect;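 also: cells exposed to compound for 48 hours before viability readout; 0% = vehicle and 100% = reference cytotoxic drug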
HPDE-C7K KRASV12 = viability loss of HPDE-C7K cells – cell-based, fluorescence, HTS, primary screen (AID 431); 63,000 compounds, 1.7% hits; HPDE-C7K KRASV12 cells, Alamar Blue viability, 48 h; higher % means a stronger effect; one-dose cytotoxicity, % at 10 µM; EC50 in µM for titrated hits;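 active = compounds whose percent cytotoxicity in the single-dose primary screen, scaled between solvent and toxic-drug controls, exceeds 50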;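 also: 0% = DMSO solvent wells and 100% = doxorubicin-treated wells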
Bfl-1 displacement = Bfl-1 inhibitors, primary screen, biochemical, fluorescence polarization, FITC-Bid, mouse (AID 432); FITC-Bid BH3 peptide fluorescence polarization displacement; higher % means a stronger effect; one-dose displacement, % at 20 µM; IC50 in µM for titrated hits; 64,000 compounds, 0.02% hits; in the data active = a potency from the dose series; inactive = the rest, 99 in 100 with displacement below about 15%; also: strong numbers were not always called active
TNAP inhibition = inhibition of tissue-nonspecific alkaline phosphatase – biochemical, luminescent (AID 518); one-dose inhibition, % at 20 µM; IC50 in µM for titrated hits; purified TNAP enzyme, luminescent substrate readout; higher % means a stronger effect; 64,000 compounds, 0.09% hits; in the data active = a potency from the dose series; inactive = the rest, 99 in 100 with inhibition below about 22%;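 also: plate controls were vehicle for no effect and reference inhibitor for full effect; many of its hits are not listed in these tables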
DPM-DC inhibit = blocks S. pneumoniae diphosphomevalonate decarboxylase; purified DPM-DC, PK/LDH coupled NADH fluorescence; 65,000 compounds, 0.49% hits; calls only at 10 µM;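 active = the 320 compounds with the highest percent inhibition in the single-dose primary screen, excluding strongly autofluorescent ones, cut at about 32% in these data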;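 also: kinetic rate of NADH fluorescence loss reporting ADP formed by the decarboxylase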
MK inhibit = inhibitors of Streptococcus pneumoniae mevalonate kinase. purified MK, PK/LDH-coupled NADH absorbance 340 nm. inhibition, % at 10 µM. 65,000 compounds, 0.48% hits;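 active = ranked among the strongest by inhibition in the single 10 µM screen, a fixed top-ranked set picked for dose follow-up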; also: no value below 0 was filed
PMK inhibit pilot replicates = further read-out of PMK inhibit, marked with its call; inhibition, %; measured here: pilot screen replicates
MK inhibit pilot replicates = further read-out of MK inhibit, marked with its call; inhibition, %; measured here: pilot screen replicates
DPM-DC inhibit pilot screen % = recorded beside DPM-DC inhibit, whose call it bears; inhibition, %; measured here: pilot screen trials
* = called active by the depositor; i = inactive; · = no result given. Rule as the data show it, unless noted: active = cytotoxicity above about 50%; inactive = the rest.

SMILES | PMK inhibit | PMK inhibit pilot replicates | LYP inhibition | HT1080 viability | HPDE-C7 cytotoxicity | HPDE-C7K KRASV12 | Bfl-1 displacement | TNAP inhibition | DPM-DC inhibit | DPM-DC inhibit pilot screen % | MK inhibit | MK inhibit pilot replicates
Cc1nn(CC(=O)NCc2ccccc2)c(=O)c2ccccc12 | 10 | · | 11% | -9% | -5% | -1% | 1% | 6% | i | · | 11 | ·
CCOC(=O)CNC(=O)Cn1cnc2c(nnn2-c2cccc(Cl)c2)c1=O | 11 | 6.5 | 11% | 8% | -5% | -6% | 5% | 4% | i | 3.5 | 10 | 8.0
Cc1nc2sccn2c(=O)c1CCN1CCC(=C(c2ccccc2)c2ccc(F)cc2)CC1 | 11 | 3.5 | 22% | -9% | 18µM* | 17µM* | 0% | 12% | i | 0.5 | 7 | 0.0
CCn1c(SCc2nc3ccccc3[nH]2)nnc1-c1ccncc1 | 1 | · | -6% | 18% | 9% | 7% | -8% | 6% | i | · | 10 | ·
O=C(CSc1nnc(-c2cccnc2)n1Cc1ccco1)c1ccccc1 | 6 | · | 8% | 0% | -18% | -18% | 2% | 16% | i | · | 12 | ·
O=C(CN(Cc1ccco1)C(=O)CNS(=O)(=O)c1ccc(Cl)cc1)NC1CCCCC1 | 19 | · | 7% | -9% | -8% | -11% | 3% | -4% | i | · | 7 | ·
CC1(C)Oc2ccc3ccc(=O)oc3c2-c2cnoc21 | 10 | · | 9% | -1% | -4% | 2% | -5% | 11% | · | · | 5 | ·
Cn1c(=O)c2c(nc(SCCCO)n2Cc2ccccc2Cl)n(C)c1=O | 11 | 1.0 | 7% | 5% | -3% | 6% | 5% | 6% | i | 1.0 | 9 | 0.0
COc1ccc2c(c1)Sc1ccccc1N2CCN(C)C | 11 | 0.5 | -2% | 59%* | 12% | 28% | 2% | 17% | i | 0.0 | 4 | 0.0
CCSC(C)CC1C/C(=N/O)c2c(CC)noc2C1 (stereo not drawn) | 12 | · | 4% | -5% | -20% | -6% | 2% | 2% | i | · | 5 | ·
COC(=O)Cc1[nH]nc2c1C(c1c[nH]c3ccccc13)C(C#N)=C(N)O2 (stereo not drawn) | 12 | · | 10% | -3% | 9% | -7% | 5% | 21% | i | · | 2 | ·
Cc1ccc(Oc2ccc(OCC(=O)NC(C)C(=O)O)cc2)cc1 (stereo not drawn) | 17 | · | 17% | -2% | 2% | 3% | 3% | 5% | i | · | 9 | ·
COC(=O)c1ccc(C2c3c(oc4cc(C)c(C)cc4c3=O)C(=O)N2CCCN(C)C)cc1 (stereo not drawn) | 12 | · | -5% | 2% | -6% | -13% | -6% | -13% | i | · | 7 | ·
CC(C(=O)NC1=NCCS1)N1C(=O)C2CC=CCC2C1=O (stereo not drawn) | 16 | · | 11% | 0% | 11% | 2% | -5% | 10% | i | · | 0 | ·
CCOc1cccc(C(=O)Nc2cccc(-c3nc4ncccc4o3)c2C)c1 | 0 | 4.0 | · | 7% | 4% | 15% | -4% | 17% | i | 0.0 | 0 | 0.0
COCCCn1c(=NC(=O)c2ccncc2)c(C#N)cc2c(=O)n3cccc(C)c3nc21 | 0 | · | -1% | 2% | -9% | -5% | 6% | 3% | · | · | 9 | ·
CC(=O)N1CCN(c2ccc(NCc3ccc(C(C)C)cc3)cc2)CC1 | 17 | · | -9% | -2% | -14% | -12% | 3% | 14% | i | · | 7 | ·
COc1cc2c(cc1OC)-c1nnc(C)n1C1(CCCC1)C2 | 4 | 1.0 | 1% | · | -11% | 4% | 0% | 8% | i | 12 | 6 | 0.0
COc1ccc(C(=O)N2CCN(C(=O)c3ccco3)CC2)cc1OC | 8 | 1.5 | -1% | -5% | 4% | 11% | -5% | 17% | i | 0.0 | 15 | 0.0
O=c1[nH]c(=S)c2c(n1-c1ccccc1)CCC2 | 10 | · | 3% | -8% | 3% | -14% | -6% | 22% | i | · | 9 | ·
O=c1c2ccccc2nnn1CSc1nnc(-c2ccc3c(c2)OCO3)o1 | 10 | · | 10% | -4% | -5% | -6% | -9% | 15% | i | · | 4 | ·
CCn1c(SCC(=O)N2c3ccccc3CCc3ccccc32)nc2c1c(=O)n(C)c(=O)n2C | 2 | 5.0 | 2% | 10% | 4% | -13% | -2% | 10% | i | 2.5 | 5 | 4.5
Cc1cc(=O)c2n(Cc3ccccc3Cl)nc[n+]2[nH]1 | 12 | 0.0 | 5% | 14% | -10% | -2% | -6% | 11% | i | 0.0 | 11 | 0.0
COC(=O)c1ccc(C(=O)OC)c(N)c1 | 0 | · | 1% | 0% | · | · | -3% | 11% | · | · | 6 | ·
COc1ccc(CCNC(=O)CSc2nc3c(c(=O)n(C)c(=O)n3C)n2C(C)C)cc1OC | 1 | · | 11% | -2% | -16% | -9% | -1% | 16% | i | · | 2 | ·
CC1CCCCN1S(=O)(=O)c1ccc2c(c1)oc(=O)n2CC(=O)O (stereo not drawn) | 7 | · | -3% | 1% | -8% | 0% | -10% | 6% | i | · | 5 | ·
O=C(NCc1ccco1)C1CC(=O)N(c2ccc(O)cc2)C1 (stereo not drawn) | 9 | · | -9% | 9% | -4% | 4% | 1% | 17% | i | · | 12 | ·
O=C(CSc1nnc(-c2cccnc2)n1-c1ccccc1)Nc1ccccn1 | 10 | · | -14% | 10% | -1% | 1% | -6% | 3% | i | · | 6 | ·
CCC(C)c1ccc(O)c(NC(=O)c2ncn[nH]2)c1 (stereo not drawn) | 15 | · | -2% | 23% | 7% | -1% | -6% | 5% | i | · | 13 | ·
O=C1NC(Cc2c[nH]c3ccccc23)C(=O)N1CCOc1ccc(F)cc1 (stereo not drawn) | 8 | · | 12% | -4% | 9% | 7% | 2% | 10% | i | · | 0 | ·
COc1ccc(-n2c(Cc3cccn3C)nnc2SCC(N)=O)cc1 | 7 | 0.5 | 1% | 4% | 1% | 9% | 5% | 9% | i | 4.5 | 8 | 0.0
Cc1nn(-c2ccc(Cl)cc2)c2[nH]c(=O)c(CNCc3ccc4c(c3)OCO4)cc12 | 9 | · | · | 6% | 1% | -9% | -8% | -10% | i | · | 7 | ·
O=C(Nc1nc2ccccc2n1CCOc1ccccc1)c1ccco1 | 22 | · | 3% | -7% | -13% | -10% | 4% | 7% | i | · | 0 | ·
CCCSc1ccc2nc(NC(=O)OC)[nH]c2c1 | 3 | 0.0 | 6% | 40% | 67%* | 63%* | -7% | 6% | i | 0.0 | 5 | 2.0
Cc1ccc(S(=O)(=O)NC(=O)N2CCCC(C)(C)C2)cc1 | 0 | · | 10% | 6% | 0% | -12% | -10% | 11% | i | · | 3 | ·
Cc1ccc(C(c2sc3nc(C)nn3c2O)N2CCN(c3ccccc3F)CC2)cc1 (stereo not drawn) | 15 | · | 4% | 0% | 1% | 2% | -6% | 3% | i | · | 6 | ·
COCC(N)(c1ccccc1)c1nc2ccccc2n1C (stereo not drawn) | 6 | · | · | -12% | 6% | -4% | -10% | 15% | i | · | 12 | ·
Cc1ccc(NC(=O)c2ccc(NS(=O)(=O)c3c(C)noc3C)cc2)cc1C | 8 | 2.5 | -1% | 12% | 14% | 19% | -2% | 14% | i | 2.0 | 17 | 4.0
O=C(CCCCC(=O)NCc1cccs1)NCc1cccs1 | 12 | 0.0 | 6% | 6% | -20% | -3% | 4% | 10% | i | 0.0 | 6 | 0.0
O=C(CCCCn1c(=S)[nH]c2ccsc2c1=O)NCc1ccco1 | 13 | · | -3% | 3% | -3% | 4% | 0% | 4% | i | · | 6 | ·
O=C(/C=C/Nc1cccc(O)c1)c1ccccc1 | 0 | · | 14% | · | 7% | 15% | -6% | 12% | i | · | 2 | ·
CCC1(C)NC(=O)N(CC(=O)Nc2sc3c(c2C(N)=O)CCC3)C1=O (stereo not drawn) | 14 | · | 6% | 12% | 2% | 4% | -1% | 11% | i | · | 12 | ·
CC(=O)NC(C)C12CC3CC(CC(C(=O)O)(C3)C1)C2 (stereo not drawn) | 9 | · | -8% | -2% | -7% | -2% | -7% | 10% | i | · | 9 | ·
Cc1c(NC(=O)CSc2nnc(-c3ccco3)n2-c2ccccc2)c(=O)n(-c2ccccc2)n1C | 6 | · | 9% | 1% | -15% | -16% | -4% | 4% | i | · | 2 | ·
O=C(Nc1nncs1)c1ccccc1Br | 0 | · | 9% | -4% | -12% | -16% | 8% | 0% | i | · | 5 | ·
Cc1ccc2nc3sc(C(=O)N4CCOCC4)c(N)c3cc2c1 | 14 | · | 4% | 56%* | 3% | 6% | -14% | 8% | i | · | 10 | ·
CC(=O)N1CCN(Cc2ccc(Br)s2)CC1 | 4 | 2.5 | 4% | -4% | 1% | -8% | -4% | 10% | i | 1.0 | 1 | 0.0
COc1ccc(C2C3=C(N=C4SCC(=O)N42)c2ccccc2CC3)cc1 (stereo not drawn) | 3 | · | · | 9% | 34% | 48% | -12% | 10% | i | · | 1 | ·
O=C1CC(N2CCN(c3ccc(C(=O)c4ccc(F)cc4)cc3)CC2)C(=O)N1 (stereo not drawn) | 4 | · | 5% | 0% | 1% | -2% | -9% | 11% | i | · | 11 | ·
COc1cccc(C2N(c3cccc(Cl)c3)C(=O)C3CCCN32)c1OC (stereo not drawn) | 5 | · | 0% | -4% | -6% | -2% | -3% | 1% | i | · | 8 | ·
CCN1C(=O)c2cccc3c(S(=O)(=O)NCCCN4CCOCC4)ccc1c23 | 20 | · | 9% | -2% | -13% | -7% | -3% | 7% | i | · | 6 | ·
CCCS(=O)(=O)N1CCC(C(=O)NCCCOC)CC1 | 13 | · | · | 6% | -9% | -10% | -3% | 6% | i | · | 0 | ·
CCN(CC)c1ccc(NS(=O)(=O)c2ccc3c(c2)oc(=O)n3C)c(C)c1 | 15 | · | -1% | -7% | 9% | 6% | -11% | 11% | i | · | 7 | ·
Cc1ccc(CCN2C(=O)CCC2(C)C(=O)NC2CCCC2)cc1 (stereo not drawn) | 6 | · | 9% | 0% | -3% | -7% | -12% | 9% | i | · | 8 | ·

Retrieved by structure from above:
SMILES | PMK inhibit | PMK inhibit pilot replicates | LYP inhibition | HT1080 viability | HPDE-C7 cytotoxicity | HPDE-C7K KRASV12 | Bfl-1 displacement | TNAP inhibition | DPM-DC inhibit | DPM-DC inhibit pilot screen % | MK inhibit | MK inhibit pilot replicates
O=C1CC(N2CCN(c3ccc(C(=O)c4ccc(F)cc4)cc3)CC2)C(=O)N1 (stereo not drawn) | 4 | · | 5% | 0% | 1% | -2% | -9% | 11% | i | · | 11 | ·
Cc1c(NC(=O)CSc2nnc(-c3ccco3)n2-c2ccccc2)c(=O)n(-c2ccccc2)n1C | 6 | · | 9% | 1% | -15% | -16% | -4% | 4% | i | · | 2 | ·
Cc1ccc(CCN2C(=O)CCC2(C)C(=O)NC2CCCC2)cc1 (stereo not drawn) | 6 | · | 9% | 0% | -3% | -7% | -12% | 9% | i | · | 8 | ·
O=C(Nc1nncs1)c1ccccc1Br | 0 | · | 9% | -4% | -12% | -16% | 8% | 0% | i | · | 5 | ·
CCCS(=O)(=O)N1CCC(C(=O)NCCCOC)CC1 | 13 | · | · | 6% | -9% | -10% | -3% | 6% | i | · | 0 | ·
